EBV LMP1 NFkB: reduces LMP1-driven NF-kappaB luciferase signal | 350,000 tested, 0.69% active | inhibition, % at 12.5 µM | LMP1-induced NF-kappaB luciferase reporter cells, luminescence; in the data active means inhibition above about 41%; inconclusive means no clear call, values can overlap the other calls;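 further: 0% = neutral control wells and 100% = reference inhibitor control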
NOD2-RIPK2 inh: inhibitors of human NOD2-RIPK2 interaction; inhibition, % at 4.98 µM; 360,000 tested, 0.38% active; O43353; CHO BLA complementation NOD2-RIPK2, CCF4 ratio; in the data active means inhibition above about 21%;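 further: 0% = vehicle only and 100% = reference blocker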
NCOA1 inh: human NCOA1 inhibition. Q15788. 360,000 tested, 0.12% active. AID 588354. inhibition, % at 3.6 µM. HEK293 GAL4-SRC1 luciferase reporter, luminescence;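 active means inhibition above the campaign mean plus 3 SD, with each screening campaign given its own cutoff, cut at about 60% in these data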;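 further: 0% = DMSO treated cells and 100% = gossypol at 36 µM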
C8 TRAIL sens: caspase-8 TRAIL sensitization. NB7+C8 cells + TRAIL, ATPlite viability luminescence. inhibition (viability loss, TRAIL sensitization), % at 10 µM. 360,000 tested, 1% active. AID 624354;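 active means compounds causing at least 50% loss of cell viability in the single-dose screen, relative to plate controls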
LRH-1 inv ag: suppresses constitutive activity of human LRH-1; O00482; HEK293T StAR-luciferase reporter, LRH-1 transfected, 24 h; inhibition, % at 3.6 µM; 360,000 tested, 0.13% active; AID 602396;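 active means inhibition above the mean inhibition of all tested compounds plus 3 SD, cut at about 73% in these data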;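 further: 0% = DMSO wells and 100% = reporter-only cells lacking LRH-1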
SRC3 inh: human NCOA3 inhibition; HEK293 GAL4-SRC3 luciferase reporter, luminescence; AID 588352; Q9Y6Q9; inhibition, % at 3.6 µM; 360,000 tested, 0.17% active;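 active means inhibition above a per-campaign cutoff, the mean of all compounds plus 3 SD, cut at about 60% in these data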;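 further: 0% = DMSO-treated cells and 100% = gossypol-treated cells at 36 µM; higher means less SRC3-driven luciferase light from the GAL4 reporter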
Target sequence (Q9Y6Q9 whole entry, looked up, the tested form may be a part): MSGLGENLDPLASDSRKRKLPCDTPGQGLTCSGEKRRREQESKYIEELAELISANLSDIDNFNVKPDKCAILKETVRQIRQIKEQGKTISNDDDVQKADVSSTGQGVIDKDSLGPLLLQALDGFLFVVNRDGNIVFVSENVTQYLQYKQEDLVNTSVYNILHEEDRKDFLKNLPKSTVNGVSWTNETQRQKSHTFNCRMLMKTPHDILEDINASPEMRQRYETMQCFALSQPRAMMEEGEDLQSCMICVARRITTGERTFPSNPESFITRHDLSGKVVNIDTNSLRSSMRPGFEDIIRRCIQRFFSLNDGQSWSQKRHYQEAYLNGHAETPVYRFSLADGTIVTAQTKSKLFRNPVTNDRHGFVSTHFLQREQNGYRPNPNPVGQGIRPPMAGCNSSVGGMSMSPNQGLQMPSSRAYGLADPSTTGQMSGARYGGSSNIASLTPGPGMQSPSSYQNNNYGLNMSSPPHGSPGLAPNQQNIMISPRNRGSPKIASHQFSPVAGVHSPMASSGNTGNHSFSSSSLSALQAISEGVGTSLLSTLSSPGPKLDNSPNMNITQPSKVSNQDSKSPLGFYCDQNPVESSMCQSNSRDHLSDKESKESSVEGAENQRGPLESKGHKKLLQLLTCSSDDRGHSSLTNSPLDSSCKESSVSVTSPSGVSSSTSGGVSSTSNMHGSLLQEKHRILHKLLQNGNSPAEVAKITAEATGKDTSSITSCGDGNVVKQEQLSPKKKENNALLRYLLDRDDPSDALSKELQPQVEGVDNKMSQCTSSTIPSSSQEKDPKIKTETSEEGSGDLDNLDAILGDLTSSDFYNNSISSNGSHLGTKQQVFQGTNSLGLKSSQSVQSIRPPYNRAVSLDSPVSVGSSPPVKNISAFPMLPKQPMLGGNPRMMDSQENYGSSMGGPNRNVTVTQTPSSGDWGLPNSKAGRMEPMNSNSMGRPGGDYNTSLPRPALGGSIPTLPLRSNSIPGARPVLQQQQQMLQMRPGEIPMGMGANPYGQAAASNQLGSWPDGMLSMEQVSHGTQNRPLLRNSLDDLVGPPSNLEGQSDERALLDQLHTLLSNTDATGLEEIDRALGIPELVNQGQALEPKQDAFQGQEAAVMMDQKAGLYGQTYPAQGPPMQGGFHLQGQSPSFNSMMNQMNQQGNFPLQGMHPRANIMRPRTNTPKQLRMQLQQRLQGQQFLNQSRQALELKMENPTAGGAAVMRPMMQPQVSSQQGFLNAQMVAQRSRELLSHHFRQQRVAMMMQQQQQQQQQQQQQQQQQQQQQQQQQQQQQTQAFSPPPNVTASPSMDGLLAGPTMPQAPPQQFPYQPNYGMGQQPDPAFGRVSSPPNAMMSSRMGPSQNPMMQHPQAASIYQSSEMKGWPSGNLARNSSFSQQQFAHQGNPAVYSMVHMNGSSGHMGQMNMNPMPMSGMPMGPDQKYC
NR2F2 inh: NR2F2 (human) inhibition, primary screen. P24468. HEK293T NGFI-A luciferase reporter, luminescence. inhibition, % at 8.6 µM. 370,000 tested, 0.7% active. AID 686940;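 active means inhibition above a per-plate cutoff, mean inhibition of test wells between control levels plus 3 SD, cut at about 38% in these data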;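 further: cells cotransfected with COUP-TFII expression vector driving the NGFI-A reporter; 0% = median of COUP-TF2 test wells and 100% = reporter-only cells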
SRC2 inh: inhibits human steroid receptor coactivator 2 | HEK293 GAL4-SRC2 luciferase reporter, luminescence | inhibition, % at 9 µM | 370,000 tested, 0.17% active | AID 651957;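 active means inhibition above the mean inhibition of all tested compounds plus 3 SD, set per campaign, cut at about 52% in these data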;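 further: 0% = DMSO treated cells and 100% = cells given Gossypol at 36 µM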
TLR9-MyD88 inh: TLR9-MyD88 interaction inhibition; Q9NR96+Q99836; inhibition, % at 4.98 µM; 340,000 tested, 0.21% active; CHO BLA complementation TLR9-MyD88, CCF4 FRET ratio;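 active means inhibition above the mean over all tested compounds plus 3 SD, cut at about 21% in these data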;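 further: 0% = DMSO only wells and 100% = clavulanate BLA inhibitor control wells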
Vif imaging: HIV Vif inhibition | inhibition, % at 7.49 µM | 340,000 tested, 0.35% active | HEK293T cells, Vif self-association by quenched fluorescence, imaging, 24 h; in the data active means inhibition above about 50%, passing the limit was not always enough; inconclusive means no clear call, values can overlap the other calls; inactive means below about 31%; further: some results filed as inactive read as strong as hits
TROY NFkB inh: blocks TROY-dependent signaling in reporter cells. Q293 LMP1-TROYcd NF-kB luciferase reporter, 4 h. inhibition, % at 10 µM. 360,000 tested, 0.98% active. AID 1347056;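 active means compounds whose plate-normalised and pattern-corrected inhibition of the luciferase reporter signal at the single screening dose is 50% or more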
* = called active by the depositor; ? = inconclusive; / = not tested or not shown. An excerpt (hit frequency here may not be typical).

SMILES	EBV LMP1 NFkB	NOD2-RIPK2 inh	NCOA1 inh	C8 TRAIL sens	LRH-1 inv ag	SRC3 inh	NR2F2 inh	SRC2 inh	TLR9-MyD88 inh	Vif imaging	TROY NFkB inh
O=c1[nH]c(CSc2nnnn2-c2ccc(Cl)cc2)nc2ccccc12	3	-7	-29	-4	-3	10	7	-31	-3	5	4
C/C(=N/NC(=O)c1ccc(Br)o1)c1ccc(C)o1	-11	-10	-60	14	-108	-31	-26	-5	3	2	-33
COCCNc1nc(-n2nc(C)cc2C)nc2sc3c(c12)CCCC3	16	4	-30	-7	25	3	7	-4	-3	-13	29
CCC(C)[C@H](NC(=O)Nc1cccc(OC)c1)C(=O)OC (some centres undefined)	2	-4	-1	4	10	12	8	-9	-10	0	13
Nc1nc(-c2ccc([N+](=O)[O-])cc2)cc(=O)[nH]1	-8	-5	-9	-8	-10	-10	-24	-7	-5	12	-1
OC[C@H]1O[C@@H](c2nc(-c3ccc(CN4CCOCC4)cc3)no2)[C@H](O)[C@@H](O)[C@H]1O	/	11	8	6	-2	4	-10	8	/	0	-23
Cc1nc(SCC(C)C)[nH]c(=O)c1Cc1ccccc1	-4	3	-6	6	-8	11	-3	-3	-9	-2	13
O=C(CCN1CCN(c2ccc([N+](=O)[O-])cc2)CC1)c1ccc(Cl)cc1	-1	2	-4	-2	15	6	7	-22	5	-2	5
COc1ccc(Br)cc1/C=N/NC(=O)C(c1ccncc1)N1CCOCC1 (centres undefined)	-8	-7	3	0	25	17	6	8	10	-2	6
Cc1ccc(-c2nnc(Nc3ccc(CC(N)=O)cc3)c3ccccc23)cc1S(=O)(=O)NCCO	-14	8	7	0	8	10	22	23	-1	-5	-1
CCOC(=O)C1CCN(C(c2cc3c(C)ccc(C)c3[nH]c2=O)c2nnnn2C2CCCCC2)CC1 (centres undefined)	-2	1	-2	3	7	12	8	4	-10	9	-2
Cc1ccc(SCc2[nH]nc3c2C(c2ccco2)C(C#N)=C(N)O3)cc1 (centres undefined)	13	-18	5	-15	12	16	9	-11	-7	13	7
CCCNc1nc(C)cc(-c2cc(C(=O)NCc3ccccc3)on2)n1	2	0	-12	17	21	0	-6	-5	6	/	3
CN(C)CCNc1ncnc2oc(-c3ccccc3)c(-c3ccccc3)c12	1	1	6	9	0	5	-1	-14	6	-1	-47
CN(C)S(=O)(=O)c1ccc(Cl)c(NC(=O)COC(=O)/C=C/c2ccco2)c1	-5	5	6	-2	-6	4	-6	26	-9	0	3
Cc1cc(NC(=O)CSCc2ccccc2C)no1	-8	-2	4	-12	6	11	-13	2	0	-7	22
CC(C)(C)S(=O)(=O)c1cnc2c(S(=O)(=O)c3ccccc3)cnn2c1N	7	-8	-4	-7	14	13	33	2	5	-2	1
CC(C)(C)OC(=O)C1C(=O)CC(C)(O)C(C(=O)OC(C)(C)C)C1c1ccco1 (centres undefined)	2	3	7	4	15	11	14	7	-2	-1	8
Cc1cc(=O)[nH]c2c(N=Nc3ccc(O)cc3)c(N)nn12	-3	5	20	2	12	27	24	6	-10	-7	-5
c1ccc2nc(SCc3cn4ccccc4n3)cnc2c1	-6	-7	-9	-4	-55	-27	-16	-60	-5	2	-3
CCOc1ccccc1-c1noc(CCC(=O)NC2CCCCC2)n1	2	-5	2	-11	-12	4	1	17	-9	12	14
C#CCOCCOCCOCCNc1nc(N2CCN(C(=O)[C@H](CCC(=O)O)n3cc(C(N)CC(C)C)nn3)CC2)nc(N2CCN(C(=O)[C@H](CCC(=O)O)n3cc(C(N)[C@H](C)CC)nn3)CC2)n1 (some centres undefined)	1	8	9	4	-4	-3	/	/	-3	-3	4
Cc1cc(C)cc(OCC(=O)OCC(=O)NC2CCCCCC2)c1	-5	-5	-8	14	6	5	-3	-12	1	2	-14
CN(CC(=O)Nc1ccc(Cl)cc1F)C1CCS(=O)(=O)C1 (centres undefined)	6	-12	10	-8	-16	9	-2	0	7	7	0
CCOC(=O)C1CCCN(C(=O)c2cc3c(-c4cccc(OC)c4)nn(C)c3s2)C1 (centres undefined)	20	5	12	2	25	-1	16	17	28*	0	10
CCN(CC)CCCNC(=S)N(Cc1cccnc1)Cc1cc2cc(C)ccc2[nH]c1=O	-3	-3	-16	1	-2	-3	8	-1	-3	12	-2
NS(=O)(=O)c1ccc(CCNC2CC(=O)N(Cc3ccccc3)C2=O)cc1 (centres undefined)	5	-8	6	-7	2	-9	-2	5	4	-2	-20
O=C1C2C3c4ccccc4C(c4ccccc43)C2C(=O)N1Cc1ccco1 (centres undefined)	0	3	14	5	-6	-8	11	-17	-7	-4	13
COc1ccc(N(CC(=O)NCCc2ccccc2)C(=O)c2csnn2)cc1OC	7	2	10	8	29	7	-8	5	0	15	5
O=C(Nc1c(F)c(F)c(F)c(F)c1F)c1ccc(Br)o1	0	-6	-1	-20	-5	-23	-19	32	-1	/	16
Cc1cccc(NC(=O)c2cc(-c3ccco3)nc3ccccc23)n1	7	3	-5	13	-23	-13	-5	12	-11	-2	11
CCN1CCN(C(=O)c2cc(=O)c3cc(C)ccc3o2)CC1	6	-8	-4	12	-4	9	3	0	6	21	5
COc1ccccc1C(=O)C1CCCN(C(=O)c2ccc3c(c2)OCCO3)C1 (centres undefined)	4	-1	3	-10	-9	3	-1	-8	1	2	7
CSc1ccccc1OCc1cc(C(=O)N(C)Cc2ccc(C)o2)no1	-22	7	-40	-13	-55	-36	-10	-8	3	-6	-31
C/C(=N\NC(=O)CCc1c[nH]c2ccccc12)c1cccc([N+](=O)[O-])c1	0	-6	14	-1	1	7	0	20	-1	6	16
O=S(=O)(Cc1ccccc1)N1CCC(c2nc(-c3cccs3)no2)CC1	-8	-2	-5	9	-1	-10	/	/	2	-4	13
Clc1ccc(Br)cc1-c1nc(-c2ccncc2)no1	-38	7	-14	9	19	-7	9	-23	5	4	-33
COC(=O)C(CC(=O)O)NCc1ccco1 (centres undefined)	-3	2	-21	-11	6	1	14	20	-2	17	18
COc1ccccc1C(c1nnnn1C(C)(C)C)N1CCN(C(=O)c2ccco2)CC1 (centres undefined)	3	0	-6	1	26	-11	-2	6	-8	-7	17
O=C(COC(=O)c1cc([N+](=O)[O-])ccc1Cl)NC1CCCC1	/	3	-7	-7	4	-14	2	0	-14	-4	-8

One compound at a time (already shown):
C/C(=N\NC(=O)CCc1c[nH]c2ccccc12)c1cccc([N+](=O)[O-])c1 is entered as EBV LMP1 NFkB: 0; NOD2-RIPK2 inh: -6; NCOA1 inh: 14; C8 TRAIL sens: -1; LRH-1 inv ag: 1; SRC3 inh: 7; NR2F2 inh: 0; SRC2 inh: 20; TLR9-MyD88 inh: -1; Vif imaging: 6; TROY NFkB inh: 16
COc1ccccc1C(c1nnnn1C(C)(C)C)N1CCN(C(=O)c2ccco2)CC1 (centres undefined) is entered as EBV LMP1 NFkB: 3; NOD2-RIPK2 inh: 0; NCOA1 inh: -6; C8 TRAIL sens: 1; LRH-1 inv ag: 26; SRC3 inh: -11; NR2F2 inh: -2; SRC2 inh: 6; TLR9-MyD88 inh: -8; Vif imaging: -7; TROY NFkB inh: 17

Following part.
SMILES	EBV LMP1 NFkB	NOD2-RIPK2 inh	NCOA1 inh	C8 TRAIL sens	LRH-1 inv ag	SRC3 inh	NR2F2 inh	SRC2 inh	TLR9-MyD88 inh	Vif imaging	TROY NFkB inh
COc1ccc(NC(=O)c2ccc(Cl)c(S(=O)(=O)N3CCc4ccccc4C3)c2)cn1	5	-11	9	17	28	17	68*	6	3	-32	53*
CCOC(=O)C1(CCOc2ccccc2)CCN(Cc2ccc3nonc3c2)CC1	2	-8	-9	20	17	11	10	-31	-13	-6	13
Cn1c(N)c(C(=O)COC(=O)CSc2cccc3cccc(Cl)c23)c(=O)n(C)c1=O	2	5	-3	1	23	14	-6	-18	-5	-2	29
O=C(COc1ncnc2scc(-c3ccc(F)cc3)c12)NCc1ccco1	-9	6	1	27	13	-1	0	-2	0	-1	-4
CCc1nnc(NC(=O)CCC(=O)N2CCN(Cc3ccccc3)CC2)s1	-3	-11	2	2	20	-18	13	-12	2	2	9
COc1ccc(C(CNC(=O)c2ccc(-c3ccccc3Cl)o2)N2CCOCC2)cc1 (centres undefined)	4	9	5	-1	-4	-1	-4	16	-4	/	-13
CN(C)CCCN(Cc1cc2cc3c(cc2[nH]c1=O)OCO3)C(=S)Nc1cccc(Cl)c1	4	3	-12	9	-12	0	-4	-30	-3	2	51*
Cc1ccc(C(=O)N2CCCC(c3ccccc3)=N2)cc1	6	-8	1	-5	9	11	1	11	-3	5	-5
O=C(Nc1ccc2c(c1)CCC2)c1cnn2c1NC(c1ccco1)CC2C(F)(F)F (centres undefined)	-73	-1	-65	21	-85	-37	-9	-49	-2	-2	9
CCn1c(SCc2nc3cc(OC)c(OC)cc3c(=O)[nH]2)nc2ccccc21	4	0	18	-9	20	19	-11	-24	5	16	1
C=C(C)c1cccc(C(C)(C)NC(=O)NNC(=O)c2ccccc2O)c1	-1	3	5	10	-31	-13	10	11	2	6	4
COC(=O)N/N=C(\C)c1ccc(OC(F)F)cc1OC(F)F	-6	-3	-16	-4	25	1	-30	-2	-2	5	13
COc1ccc(C(=O)NC(=C(Cl)Cl)S(=O)(=O)c2ccc(C)cc2)cc1	-27	-5	-9	-6	17	9	-2	37	-5	7	-6
O=C(O)C(=O)Nc1ccc(NC(=O)C(c2ccccc2)c2ccccc2)cc1	-10	10	-6	-2	2	-27	9	-24	8	3	1
CCOC(=O)c1c(NC(=O)CN2C(=O)C(=O)N(CC(C)C)C2=O)sc(C)c1CC	2	-6	0	7	6	10	3	-3	4	-1	-12
O=C(NCc1ccco1)c1ccc(S(=O)(=O)N2CCOCC2)cc1	6	-6	2	23	1	14	2	-18	-7	?	1
Cc1ccnc(N2C(=O)c3ccccc3C2O)c1 (centres undefined)	0	0	-68	19	-109	-83	-43	-35	1	-7	-18
Cc1ccc(S(=O)(=O)N2CCC(C(=O)N3CCc4ccccc43)CC2)cc1C	2	-8	-19	14	10	-3	-23	4	-1	4	-5
CCC/C(C(=O)NCCO)=C1/c2ccccc2C(=O)N1c1ccccc1	-9	-2	-6	-15	-14	0	-28	18	-1	11	13
COc1ccc(S(=O)(=O)N2CCCCC2)cc1NC(=O)CSc1nccn1C	-2	0	-2	2	9	3	15	0	0	2	-9
COc1ccc(N2C(=O)C(Cc3ccccc3)NC2=S)cc1 (centres undefined)	-3	-15	-20	-4	7	8	-1	-4	-2	-3	-15
Cc1cc(C)c(NC(=O)C2CC3CCC2C3)c(C)c1 (centres undefined)	-5	-6	13	13	-11	-4	/	/	-11	2	-17
c1ccc2c(c1)N1CCN=C1N2CCN1CCCCC1	-5	1	-10	-4	-2	-6	10	2	2	8	9
CCOC(=O)CCCC(=O)N1CCOCCOCCOCC1	-2	-8	-12	-13	8	13	3	-12	-10	2	-10
COc1cc2ccccc2cc1C(=O)NC(=S)Nc1nnn(C)n1	-17	1	3	7	-11	1	-9	-1	-1	3	-10
C=CCN(C(=O)c1ccc2c(c1)nnn2C)c1ccccc1	-5	13	-2	-11	-15	-6	6	-70	-1	9	-18
CC1CCCCN1C(=O)CSc1nnc(-c2cccs2)o1 (centres undefined)	-8	-6	-94	-40	-96	-67	-23	-65	3	-8	-57
N#Cc1ccc(/C=N/NC(=O)c2ccccc2F)cc1	7	-10	-19	8	-15	-7	-1	-36	2	5	-54

Screens deposited in PubChem by several laboratories.
